PP5 inh: PP5 phosphatase inhibitors, primary screen, biochemical, fluorescence; inhibition, % at 6.7 µM; 320,000 tested, 0.18% active; purified PP5c, OMFP substrate fluorescence;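 active = inhibition above the campaign's mean inhibition across all tested compounds plus 3 SD, cut at about 9.5% in these data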;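 note: 0% = DMSO only and 100% = 100 µM cantharidin control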
Fh CTSL1 inh: Fasciola hepatica cathepsin L1 inhibitors, primary screen, counter-screen for PFM18AAP inhibitor project, biochemical, QFRET, fluorogenic peptide substrate; inhibition, % at 5.96 µM; 300,000 tested, 0.49% active; recombinant F. hepatica cathepsin L1, Z-Leu-Arg-MCA fluorescence; AID 1906, 2009;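 active = inhibition above the mean of all tested compounds plus 3 SD, set per screening campaign, cut at about 17% in these data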;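 note: 0% = plate median of test compound wells and 100% = 1 µM Z-Phe-Ala-diazomethylketone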
procasp3 activ: activators of human procaspase-3 D3A mutant, primary screen, biochemical, absorbance, PC-3 D3A mutant, single concentration; Caspase-3 (Homo sapiens), P42574; recombinant procaspase-3 D3A, Ac-DEVD-pNA absorbance 405 nm; activation, % at 8.5 µM; 330,000 tested, 0.11% active; AID 463141, 2010;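 active = activation above the mean of all tested compounds plus 3 SD, cut at about 21% in these data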;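 note: 0% = DMSO alone and 100% = DMSO wells spiked with extra 5 µM PC-3 D3A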
Target sequence (P42574 whole entry D9A/D28A/D175A): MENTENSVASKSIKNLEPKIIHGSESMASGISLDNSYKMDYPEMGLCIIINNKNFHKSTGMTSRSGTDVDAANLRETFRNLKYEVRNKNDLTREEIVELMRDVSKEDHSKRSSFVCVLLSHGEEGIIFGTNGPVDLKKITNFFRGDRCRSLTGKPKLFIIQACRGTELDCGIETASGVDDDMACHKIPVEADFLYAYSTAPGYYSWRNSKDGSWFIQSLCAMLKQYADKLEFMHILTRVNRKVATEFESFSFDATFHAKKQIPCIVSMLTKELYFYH
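Technique: 405 nm absorbance of p-nitroaniline, reads at 0 and 120 min; Test system: Procaspase-3 D3A mutant; Incubation: 1 h enzyme-compound preincubation, then 2 h substrate reaction, 25 °C; Repeats: singlicate, each compound tested once; Benchmarks: low control DMSO wells, high control DMSO plus 5 µM PC-3 D3A.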
HCV core dimer: inhibitors of HCV core protein dimerization, primary screen, biochemical, TR-FRET, high-throughput; TR-FRET GST/Flag-core106 dimerization, 1536-well; inhibition, % at 5 µM; 300,000 tested, 0.33% active; AID 1899, 2009;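 active = inhibition above the mean of all tested compounds plus 3 SD, set per screening campaign, cut at about 45% in these data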
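System: GST/Flag-tagged HCV core106 proteins. Incubation: compound-protein-antibody incubation 4 h at 22.5 °C. Technique: HTRF with 340 nm excitation, 617/671 nm emission. Medium: KF-containing HEPES buffer, pH 7.45, DTT, CHAPS, BSA. Read-out: inhibition (%) from 671 over 617 nm ratio. Also added: Eu(K)-anti-GST 90 ng/mL plus XL665-anti-Flag 1 µg/mL.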
GASC-1 inh: inhibitors of GASC-1 histone demethylase, primary screen, biochemical, fluorescence, DELFIA europium; 330,000 tested, 0.069% active; inhibition, % at 2.35 µM; Lysine-specific demethylase 4C (Homo sapiens), Q9H3R0; GST-JMJD2C(1-420) H3K9me3 demethylation; AID 2099, 2009;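 active = more than half of a compound's replicate wells show inhibition beyond 50%, single wells judged on their own value; inconclusive = some, but no more than half, of replicates pass 50% inhibition; inactive = no replicate passes 50% inhibition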;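 note: signal counts dimethyl H3K9 product captured on neutravidin plate; 0% = median of DMSO wells and 100% = 0.3 times that DMSO median; strong numbers were not always called active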
GRK2 aptamer HTS: compounds blocking aptamer binding on GRK2 – biochemical, human GRK2, bead flow cytometry, HTS, primary screen; inhibition of aptamer binding, % at 10 µM; FAM-aptamer displacement from GRK2; 330,000 tested, 0.59% active;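 active = inhibition of aptamer binding above 40%, roughly 3 SD of noise, on plates passing a quality check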;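 note: median bead fluorescence of bound FAM aptamer so fluorescent compounds give negative values; no value below 0 was filed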
proCasp7 act: procaspase-7 activators, primary screen, counter-screen for procaspase-3 activator project, biochemical, absorbance, HTS, human | activation, % at 8.5 µM | 330,000 tested, 0.093% active | Caspase-7 (Homo sapiens), P55210 | recombinant procaspase-7, Ac-DEVD-pNA absorbance 405 nm; D23A/D198A/D206A triple mutant, cannot self-cleave; scale: DMSO 0, 5 µM enzyme 100;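 active = percent activation above the screen-wide mean plus 3 SD, cut at about 25% in these data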
Target sequence (P55210 whole entry D23A/D198A/D206A): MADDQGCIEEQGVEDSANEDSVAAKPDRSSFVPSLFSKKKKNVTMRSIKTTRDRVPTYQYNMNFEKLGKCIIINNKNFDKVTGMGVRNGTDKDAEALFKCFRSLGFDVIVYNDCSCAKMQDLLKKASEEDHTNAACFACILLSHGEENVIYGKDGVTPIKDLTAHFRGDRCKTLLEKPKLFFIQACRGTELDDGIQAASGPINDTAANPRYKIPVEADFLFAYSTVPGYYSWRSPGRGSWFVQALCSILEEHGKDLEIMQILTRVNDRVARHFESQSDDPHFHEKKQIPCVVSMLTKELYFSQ
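System: Procaspase-7 triple mutant (PC-7 D3A); measure: % activation from two-timepoint absorbance difference, scaled to controls; times: 1 h compound preincubation, 2 h substrate cleavage, 25 °C; also added: Ac-DEVD-pNA substrate, 400 µM as added; measured by: Epi-absorbance of released pNA at 405 nm, two timepoints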
PP1 inh: PP1-alpha phosphatase inhibitors, primary screen, counter-screen for PP5 inhibitor project, biochemical, fluorescence, OMFP substrate, single point; purified PP1alpha; inhibition, % at 6.7 µM; 320,000 tested, 0.9% active; AID 2235, 2010;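 active = inhibition above the mean inhibition of all tested compounds plus 3 SD, computed separately for each screening campaign, cut at about 15% in these data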
Target sequence (P62136 whole entry, looked up): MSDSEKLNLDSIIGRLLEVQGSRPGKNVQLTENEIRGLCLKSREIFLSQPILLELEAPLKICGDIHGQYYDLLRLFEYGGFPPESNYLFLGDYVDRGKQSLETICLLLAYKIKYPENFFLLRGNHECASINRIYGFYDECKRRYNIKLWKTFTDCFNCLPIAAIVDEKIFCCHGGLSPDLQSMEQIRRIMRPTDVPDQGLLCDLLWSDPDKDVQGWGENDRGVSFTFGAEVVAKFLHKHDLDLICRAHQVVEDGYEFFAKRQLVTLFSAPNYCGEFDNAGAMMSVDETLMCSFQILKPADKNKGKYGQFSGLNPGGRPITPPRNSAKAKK
VLA-4 inh: inhibition in human VLA-4 binding assay, primary screen, VLA-4 allosteric modulator project, MLPCN library, flow cytometry, VLA-4 expressing cells | 330,000 tested, 0.2% active | inhibition, % (about 7 µM as worked out from the volumes in the protocol) | Integrin alpha-4 (Homo sapiens), P13612 | ligand binding flow cytometry | AID 2557, 2010; in the data active = inhibition above about 50%
The depositor's hits bear a star; ? = inconclusive; nt = no result given. Compounds as they come. Share with any hit: about 2.6%.

SMILES	PP5 inh	Fh CTSL1 inh	procasp3 activ	HCV core dimer	GASC-1 inh	GRK2 aptamer HTS	proCasp7 act	PP1 inh	VLA-4 inh
COc1ccc(C(=O)C(C)N(C(=O)c2ccc(Cl)cc2Cl)N2C(=O)C3C4C=CC(C4)C3C2=O)cc1 (centres undefined)	2.4	2	-3	4	-3	0	0	2	3
O=C(/C=C/c1ccc(O)c(O)c1)NC(=O)c1ccccc1O	1.5	1	0	-8	-5	3	-4	-3	-25
CC(C)CC(NC(N)=O)C(=O)OCC(=O)Nc1ccc(OC(F)F)cc1 (centres undefined)	-1.2	-19	3	-1	4	2	13	-3	2
O=[N+]([O-])c1ccccc1OCc1nc(-c2cccs2)no1	1.3	2	-3	-3	1	0	4	0	-26
CCOC(=O)N1CCN(CC(O)COc2ccc(-c3ccccc3)cc2)CC1 (centres undefined)	0.9	-3	-2	-1	8	0	5	1	18
Cc1cccc(OCCNc2cc(N3CCN(CCO)CC3)ccc2[N+](=O)[O-])c1	2.5	0	-14	-8	-3	0	-8	5	12
O=C1C(Cl)=C(N2CCOCC2)C(=O)N1CCc1ccccc1	3.6	1	2	0	2	3	-1	1	1
CCOC(=O)c1cc2ccccc2n1CCN(CC)CC	0.7	-1	1	0	-25	2	8	-1	10
COc1ccc(NC(=O)c2cc3c(CO)cnc(C)c3oc2=Nc2cc(OC)cc(OC)c2)cc1	-5.1	-2	-9	-25	-13	0	-5	-11	-14
O=C(CNC(=O)c1ccco1)OCC(=O)c1ccc2c(c1)CCCC2	2.5	2	-3	6	5	1	-4	-1	7
Cc1ccc(S(=O)(=O)Nc2ccc3c(c2)CC(=O)N([C@H](C)CO)C[C@@H](C)[C@H](CN(C)Cc2ccc(-c4ccccc4)cc2)O3)cc1	nt	nt	-1	nt	-4	0	6	nt	-19
CCCCOc1ccc(/C=C(\C#N)C(=O)NC2CC2)cc1	-0.3	0	-9	-2	-2	1	3	0	0

Part of the list above, comma-delimited:
structure,PP5 inh,Fh CTSL1 inh,procasp3 activ,HCV core dimer,GASC-1 inh,GRK2 aptamer HTS,proCasp7 act,PP1 inh,VLA-4 inh
O=[N+]([O-])c1ccccc1OCc1nc(-c2cccs2)no1,1.3,2,-3,-3,1,0,4,0,-26
CCOC(=O)N1CCN(CC(O)COc2ccc(-c3ccccc3)cc2)CC1 (centres undefined),0.9,-3,-2,-1,8,0,5,1,18
Cc1cccc(OCCNc2cc(N3CCN(CCO)CC3)ccc2[N+](=O)[O-])c1,2.5,0,-14,-8,-3,0,-8,5,12
O=C1C(Cl)=C(N2CCOCC2)C(=O)N1CCc1ccccc1,3.6,1,2,0,2,3,-1,1,1
CCOC(=O)c1cc2ccccc2n1CCN(CC)CC,0.7,-1,1,0,-25,2,8,-1,10
COc1ccc(NC(=O)c2cc3c(CO)cnc(C)c3oc2=Nc2cc(OC)cc(OC)c2)cc1,-5.1,-2,-9,-25,-13,0,-5,-11,-14
O=C(CNC(=O)c1ccco1)OCC(=O)c1ccc2c(c1)CCCC2,2.5,2,-3,6,5,1,-4,-1,7
Cc1ccc(S(=O)(=O)Nc2ccc3c(c2)CC(=O)N([C@H](C)CO)C[C@@H](C)[C@H](CN(C)Cc2ccc(-c4ccccc4)cc2)O3)cc1,nt,nt,-1,nt,-4,0,6,nt,-19
CCCCOc1ccc(/C=C(\C#N)C(=O)NC2CC2)cc1,-0.3,0,-9,-2,-2,1,3,0,0

Further compounds.
SMILES	PP5 inh	Fh CTSL1 inh	procasp3 activ	HCV core dimer	GASC-1 inh	GRK2 aptamer HTS	proCasp7 act	PP1 inh	VLA-4 inh
C[C@@]12C(=O)N(CC3CC3)CC(=O)N1[C@H](C1CC1)[C@@H]1C(=O)N(c3ccccc3)C(=O)[C@@H]12	1.3	0	3	0	-55	1	6	-2	15
O=C(C1CCCN(Cc2ccccc2Br)C1)N1CCCCC1 (centres undefined)	0.2	-3	-1	-2	-4	1	7	3	-4
Cc1ccc(Nc2nc3c([nH]2)c(=O)[nH]c(=O)n3C)cc1	1.8	0	1	-14	4	3	-4	-3	8
O=C(c1cc(-c2ccc(Cl)cc2)on1)N1CCOCC1	-0.4	-2	3	-1	-3	6	13	-2	4
Cc1ccc(F)cc1NC(=O)c1ccc2c(c1)OCO2	-2.5	3	-1	1	2	1	-8	0	-4
COc1ccc(NC(=O)NCCN2CCCCC2)cc1	0.5	5	14	-5	1	2	-3	-4	-6
C/C(Cn1nc([N+](=O)[O-])cc1C)=N\NC(=O)c1ccc(O)cc1O	-1.7	-2	-8	0	-14	0	-9	-4	3
C=CCc1ccc(OCCCOc2ccc(C(=O)O)cc2)c(OC)c1	-3.2	-5	-1	12	-15	2	3	-5	3
C=C(C)C(=O)OCC(O)COc1ccc(C(C)(C)c2ccc(OCC(O)COC(=O)C(=C)C)cc2)cc1 (centres undefined)	6.8	0	6	3	-46	2	-1	5	37
CN1CCN(C(=O)/C=C/c2ccc3c(c2)OCO3)CC1	-6.1	3	1	-6	2	0	2	7	-4
O=C(COC(=O)c1ccc(Br)o1)Nc1ncc([N+](=O)[O-])s1	2.8	nt	-16	nt	2	2	-16	-1	4
CCCNC(=O)c1c(N)n(-c2ccc3c(c2)OCO3)c2nc3ccccc3nc12	-0.5	0	4	0	-26	2	5	-3	-7
O=C(/C=C\NCC(=O)c1ccccc1)c1ccc(F)cc1	-0.1	4	-1	2	19	2	-2	-2	nt
CCOc1ccccc1C1CC(c2ccc(F)cc2)Nc2nc(N)nn21 (centres undefined)	-1.8	-4	3	-1	5	0	0	-2	4
O=C(/C=C/c1cccc(Br)c1)c1ccc2c(c1)OCO2	0.8	0	8	4	-8	1	7	-2	-5
CCOC(=O)c1sc(NC(=O)CSc2nc(C)cc(C)c2C#N)c(C#N)c1C	-1.3	-2	2	1	83	1	11	-5	5
Cn1c(=S)n(CCC(=O)O)c2ccccc21	-4.1	-5	-4	-9	6	15	-4	-11	-4
COc1ccc(N2CCN(CCCNC(=O)CC3Oc4ccc(C)cc4NC3=O)CC2)cc1 (centres undefined)	-0.1	8	10	-1	-2	0	-2	-3	1
COC(=O)c1ccc(C2C(C(=O)Nc3ccccc3C)=C(C)Nc3ncnn32)cc1 (centres undefined)	2.6	-2	4	2	14	0	12	0	8
O=C(CC1NCCc2ccccc21)Nc1cccc(Cl)c1 (centres undefined)	0.8	-1	1	-7	-6	0	7	1	3
Cc1cccc(OCC(=O)N/N=C2/SCC(=O)N2Cc2ccco2)c1	3.2	0	11	1	-20	1	-9	3	-7
O=C(Nc1ccc(Br)c(Br)c1)C1CCCO1 (centres undefined)	0.8	2	1	-3	11	0	6	-2	-16
COc1ccccc1COCC(O)CN1CCN(S(=O)(=O)c2cccc(F)c2)CC1 (centres undefined)	2.0	nt	-5	nt	-6	2	-11	4	1
COc1cc(CCC(=O)Nc2ccc(Br)c(C(F)(F)F)c2)cc(OC)c1OC	2.6	-1	6	5	13	0	-7	0	23
COc1ccc(OCC(=O)Nc2c(C(=O)N3CCN(C)CC3)oc3ccccc23)cc1	0.1	0	-4	8	15	0	-2	-4	11
Cc1ccc(-c2ccc(/C=C3\SC(N4CCOCC4)=NC3=O)o2)cc1	2.2	6	-25	-1	6	0	-27	4	0
CCOC(=O)c1ccc2nc(CCC(=O)N[C@H](C(=O)OC)C(C)C)c(=O)n(CC)c2c1	-1.2	2	4	6	3	2	3	2	-23
COC(=O)C(C)n1cnc2c(cnn2-c2ccc(Cl)cc2)c1=O (centres undefined)	-0.7	0	-5	1	5	0	-6	-2	2
Cc1ccc2nc(NC(=O)CSCC(=O)Nc3cc(C)on3)sc2c1	1.3	nt	4	nt	4	1	-2	-1	6
CC(C)CCNC(=O)C1CCC(CNc2c(N3CCCC3)c(=O)c2=O)CC1 (centres undefined)	-0.8	0	6	0	2	0	5	-3	-1
Cc1c(NC(=O)C(C)Sc2nc(N)cc(=O)[nH]2)c(=O)n(-c2ccccc2)n1C (centres undefined)	1.6	nt	2	nt	5	0	-7	-7	22
NC(=O)SCC(=O)Nc1ccc(Cl)cc1	-3.0	5	-22	-2	-12	1	-11	-2	5
O=S(=O)(NCCN1CCOCC1)c1ccc2ccccc2c1	nt	nt	-1	nt	15	3	1	nt	-1
COc1ccc(C(=O)N[C@H](C(=O)NCC2CCCCC2)C(C)C)cc1	2.4	-4	0	-2	-7	2	-10	4	-5
CCOc1ccc(OCC)c(S(=O)(=O)NCc2ccccc2)c1	2.1	-1	-5	2	14	42*	13	3	14
Cc1ccc(S(=O)(=O)N2CCCCC2)cc1NS(=O)(=O)c1cccc(C(=O)O)c1	0.7	-3	2	-10	7	0	7	-3	11
COc1ccc(NC(=O)c2ccc3nc(C)sc3c2)cc1	-0.3	-3	7	-13	-7	0	-14	-3	9
C=CCN1C(=O)/C(=C2/Sc3ccc(OC)cc3N2C)SC1=NCc1ccccc1	-2.3	0	1	4	-1	2	3	-3	10
Cc1ccc(CCNc2ccc3ccccc3c2)cn1	0.9	-1	-11	-15	1	0	-10	0	8
Cc1ccc(-c2nnn(CC(=O)N(Cc3ccco3)C(C(=O)NC3CCCC3)c3cccs3)n2)o1 (centres undefined)	-0.8	-3	-4	25	25	0	7	1	-10
CC(C)CC(=O)N1CC(C)N(C(=O)CC(C)C)CC1C (centres undefined)	1.4	-3	11	-7	23	10	-6	-2	14
Cc1cc(N2CCC(C)CC2)nc(SCC(=O)c2ccccc2)n1	2.2	4	-10	20	3	2	10	2	0
O=C(CCNC(=O)C1CCN(S(=O)(=O)c2ccc(F)cc2)CC1)NC1CC1	-2.0	6	1	-4	?	2	-4	0	3
